Xi reactivation: reactivates the inactive X chromosome in mouse fibroblasts; activation, % at 7.58 µM; XiGFP mouse fibroblasts, % GFP-positive cells imaging, 3 d; cells co-treated with 5-aza-dC sensitizer; scaled so ellipticine positive control = 100%; 0.055% of 360,000 active;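 active = mean normalized replicate activation at least 10% and every replicate at or above 10%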;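 also: 0% = median of on-plate neutral control wells and 100% = ellipticine 6 µM median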
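System: SV40-immortalized XiGFP fibroblast cells, line 68-5-11 / Incubation: 3-day compound exposure, then 15 min fixation at room temperature / Compound: single concentration per compound, delivered by pin transfer / Buffer or medium: DMEM plus 5-aza-dC sensitizer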
ARNT TACC3 PPI: disrupts binding between human ARNT and TACC3; 0.66% of 390,000 active; inhibition, % at 9.99 µM; AlphaScreen His-ARNT PAS-B/GST-TACC3 binding, luminescence; TACC3 fragment carries E629A point mutation;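 active = mean inhibition of replicates at least 50% and at least half of replicates each reaching 50%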;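 also: 0% = complete ARNT plus TACC3 wells and 100% = ARNT alone without TACC3; many hits fall short of the cut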
RAD54 inh: blocks human RAD54 Holliday junction branch migration | FAM/BHQ fluorescence | inhibition, % at 10.4 µM | 0.14% of 360,000 active | AID 602329;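 active = mean normalized replicate activity at least 40 and at least half of replicates scoring 40 or more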;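 also: 0% = median of neutral control wells and 100% = median of positive control wells; inhibitors cause a drop in the FAM fluorescence signal; in these data hits start at about 50%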
CFTR F508del cor: CFTR F508del correction in bronchial cells. CFBE cells, YFP halide quenching; stimulated with forskolin plus potentiator P3; % fluorescence drop versus neutral controls. activity (quench increase), % at 7.58 µM. 0.36% of 350,000 active;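 active = mean added fluorescence quench of at least 8% versus neutral control, with both replicates also reaching 8%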;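 also: cells transiently co-express mutant CFTR-F508del with the halide-sensitive YFP; corrector assay measuring rescue of mutant channel to the surface after 24 h compound exposure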
RAD52 anneal inh: blocks human RAD52 DNA annealing. inhibition, % at 18.7 µM. recombinant RAD52 DNA annealing, FRET fluorescence. 0.46% of 360,000 active. P43351;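 active = every replicate showing at least 50% inhibition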
Target sequence (P43351 whole entry, looked up): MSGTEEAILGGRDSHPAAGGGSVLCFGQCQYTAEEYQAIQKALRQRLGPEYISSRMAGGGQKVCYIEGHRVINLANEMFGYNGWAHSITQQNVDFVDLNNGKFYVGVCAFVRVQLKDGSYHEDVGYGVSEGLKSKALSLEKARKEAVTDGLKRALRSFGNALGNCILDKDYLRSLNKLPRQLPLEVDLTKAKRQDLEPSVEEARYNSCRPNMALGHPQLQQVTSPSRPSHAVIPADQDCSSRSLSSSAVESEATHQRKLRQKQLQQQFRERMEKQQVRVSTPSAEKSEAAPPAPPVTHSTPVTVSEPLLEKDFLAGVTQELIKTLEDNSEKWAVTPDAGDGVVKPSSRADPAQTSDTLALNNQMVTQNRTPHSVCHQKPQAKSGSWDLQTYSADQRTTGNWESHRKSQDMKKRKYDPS
esBAF inh: blocks esBAF chromatin remodeling in mouse ES cells; reporter increase, % at 12.5 µM; AID 602393; Bmi1-luciferase knock-in reporter, 24 h; 100% = twice the neutral-well signal; 2% of 350,000 active; in the data active = activation above about 40%;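 also: 0% = median of the plate's neutral control wells and 100% = double that signal; a rise in the Bmi1 reporter signal indicates esBAF inhibition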
GSIS activator: GLuc luminescence reporter in INS-1E cells, primary screen for activators of glucose-dependent secretion of insulin. activation, % at 16.6 µM. 0.61% of 370,000 active. INS-1E GLuc reporter insulin secretion, 2-3 h. AID 743287;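 active = lowest replicate activation of at least 40%, so every replicate reaches that level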;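 also: 0% = median of neutral control wells and 100% = median of IBMX positive control wells; some compounds called inactive have numbers as strong as hits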
ERAP1 HTS inh: blocks human ERAP1 aminopeptidase activity; inhibition, % at 10.7 µM; recombinant ERAP1, Leu-AMC fluorescence, 60 min; AID 652197; 0.15% of 340,000 active;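 active = mean replicate inhibition of at least 30%, or all replicates individually reaching that 30% level; inactive = mean below 30% and not every replicate reaching it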;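 also: 0% = neutral control wells and 100% = L-leucinethiol positive control wells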
An asterisk follows results filed as active; nt = not tested or not shown; & = joins results of further samples. Random draw from the library (roughly 3.3% active in at least one column).

Molecule,RAD52 anneal inh,CFTR F508del cor,GSIS activator,ARNT TACC3 PPI,Xi reactivation,esBAF inh,ERAP1 HTS inh,RAD54 inh
Cc1ccc(S(=O)(=O)N(C)c2ccc(OCC(=O)Nc3cccc(-n4cnnn4)c3C)cc2)cc1,-8,0.2,4,-5,0.2,2,3,-3
OC(c1cccc(F)c1)c1ncc(-c2ccc3ccccc3c2)[nH]1 (centres undefined),-10,-1.7,-25,nt,0.2,74*,-5,-3
O=C(Nc1cc(Cl)ccc1Oc1ccccc1)c1ccc(F)cc1,nt,nt,-23,1,0.3,nt,nt,1
COCCc1ccc(OCC(O)CNC(C)C)cc1 (centres undefined),4&-7,1.4&-1.2,-2,2&-5&-3,0.1&-0.2,2&1&0,-5&-3,17&-4&-7
COc1ccccc1CNC(=O)CCNS(=O)(=O)c1cc(Br)cnc1N,9,1.3,-1,-3,0.0,-1,0,-2
COc1cc(OC)cc(C(=O)N[C@H](C(=O)NCc2cccs2)C(C)C)c1,-4,-2.1,12,0,0.1,1,-1,1
CN1[C@@H]2Cn3c(ccc(C4=CCCCC4)c3=O)[C@H]1[C@@H](C(=O)NCc1cc(F)cc(F)c1)[C@@H]2CO,-33,nt,0,3,0.2,1,2,1
C[C@@H]1CN([C@@H](C)CO)C(=O)Cc2cc(NC(=O)Nc3ccc(C(F)(F)F)cc3)ccc2O[C@@H]1CN(C)Cc1ccc(C(=O)O)cc1,17,-2.6,2,10,-1.1,-2,4,0
COC(=O)CC(CC(=O)OC)n1cccc1,-9,1.5,1,-1,0.0,nt,-4,nt
COCCNC(=O)C[C@H]1CC[C@@H]2[C@H](COc3ccc(NC(=O)c4cc(C)on4)cc3C(=O)N2C)O1,3,2.0,0,-4,0.5,-2,0,-8
CCC(=O)N[C@@H]1C=C[C@@H](CC(=O)NCc2ccccc2OC)O[C@@H]1CO,7,-3.5,11,nt,-0.1,-5,-1,0
CCC(C)N(C)C(=O)c1cc2ccccc2c(-c2ccccc2Cl)n1 (centres undefined),-9,2.7,-19,-1,0.1,-1,0,-5
CCC(=O)NC(=S)Nc1cccc(NC(=O)c2ccccc2C)c1,-16,-1.5,-2,-5,0.0,nt,-2,nt
CCCS(=O)(=O)NC(=O)C1(C)CCN(C(=O)c2sccc2C)C1 (centres undefined),-5,0.2,4,nt,0.1,-1,1,-8
Cc1ccc(N=Nc2ccc(O)c3ncccc23)cc1C,0,0.2,-6,8,0.8,nt,1,5
C=CCN(c1ccc(F)cc1)S(=O)(=O)c1cc(C(=O)NC2CCC(O)CC2)ccc1Cl (centres undefined),-5,-2.2,-15,nt,1.3,4,4,5
O=C(OC(C(=O)NCc1ccccc1)c1ccccc1F)c1ccco1 (centres undefined),-17,0.3,20,-6,0.0,0,-4,-2
Cc1ccc(OC(=O)c2ccccc2P(=O)(O)O)cc1,3,-1.5,5,-51,nt,12,-7,3
CCCNC(=O)C[C@@H]1CC[C@H]2[C@H](COc3ccc(NC(=O)NCCC)cc3C(=O)N2C)O1,-12,3.0,2,nt,0.1,nt,1,nt
Cc1ccc(S(=O)(=O)N(CC(=O)Nc2ccccc2C(=O)O)c2ccc(Cl)cc2)cc1,-7,-0.5,-22,-2,0.1,-4,1,-2
CCC(=O)N(C)C[C@@H]1Oc2cc(-c3ccccc3F)ccc2S(=O)(=O)N([C@H](C)CO)C[C@H]1C,5,1.2,-12,1,-0.4,-2,2,0
CC1CCCCC12NC(=O)N(CC(=O)Nc1ccc(N3CCOCC3)cc1)C2=O (centres undefined),-7,-1.9,-5,-2,-0.1,nt,0,nt
CC(C)(C)c1ccc(Cn2cnc(-c3ccc([N+](=O)[O-])cc3)c2)cc1,-5,-0.7,nt,-3,-0.1,nt,0,2
Cc1ccc(NC(=O)CC(N)=S)cc1,-9,1.7,-7,6,-0.1,nt,2,nt
CSCC(=O)N1CCCC(CO)(Cc2ccccc2C)C1 (centres undefined),2,-2.0,5,0,0.1,1,12,nt
Cc1ccc(Cl)c(OCC(=O)NCC(c2cccs2)N2CCOCC2)c1 (centres undefined),-12,-3.1,-26,-1,0.0,-6,4,3
C[C@@H]1CCCCO[C@H](CN(C)S(=O)(=O)c2cccs2)[C@@H](C)CN([C@H](C)CO)C(=O)c2cc(NC(=O)CCCN(C)C)ccc2O1,8,0.3,3,-1,0.1,-3,-5,7
COc1ccc(C#Cc2cnc3c(c2)C(=O)N([C@H](C)CO)C[C@@H](C)[C@H](CN(C)C(=O)c2ccccc2F)O3)cc1,-20,1.3,-17,1,0.6,6,-3,-8
COc1ccc(N2CCN(Cc3nc(N)nc(N4CCCc5ccccc54)n3)CC2)cc1,nt,nt,8,24,nt,-8,nt,-1
CCn1c(C)nc([N+](=O)[O-])c1C(=O)O,-66,-1.4,1,-12,0.0,-1,-4,-14
CC1CCCCC1NC(=O)COC(=O)c1ccc(S(=O)(=O)N2CCOCC2)cc1 (centres undefined),-5,nt,-4,-1,nt,-3,-2,10
COc1cc(C(CCN2CCCC2)c2c(OC)cc(OC)c3c(C)cc(=O)oc23)cc(OC)c1OC (centres undefined),nt,0.1,0,1,0.0,-1,nt,2
O=C(NC1CCCCC1)c1ccc(CNc2c(N3CCOCC3)c(=O)c2=O)cc1,-10,-1.6,1,-2,0.0,-5,2,1
CC(=O)c1c(C)c(C)c2n1CCn1c(C)ccc1-2,-75,0.9,nt,8,0.0,4,-1,-5
CCNC1(C(N)=O)CCN(Cc2ccccc2)CC1,-11,-0.4,8,-2,-0.1,-1,-2,-1
COc1ccc(N(C)S(=O)(=O)c2cccc(C(=O)Nc3nc4ccccc4[nH]3)c2)cc1,-22,3.0,-6,5,0.1,11,5,7
CCn1c(SCC(=O)NCCc2ccc(F)cc2)nnc1-c1cccs1,-5,nt,nt,nt,nt,8,3,2
O=C(C[C@@H]1C[C@@H]2c3cc(NC(=O)C4CCC4)ccc3O[C@@H]2[C@@H](CO)O1)NC1CCCCC1,-6,0.2,8,0,0.1,7,0,-4
CCC12C(=Nc3c(Cl)cccc31)C[C@@H]1CCN3C(=O)CCC[C@H]2[C@H]13 (some centres undefined),-6,1.3,nt,-6,0.1,1,2,-4
COCCNc1nc(Cl)c(C#N)s1,-27,-1.5,-1,-3,0.5,nt,-2,nt
O=C1CC(c2ccccc2)=C(c2ccccc2)C1,-6,nt,nt,8,0.0,7,-7,-3
CC1CCN(C(=O)C2CCN(S(=O)(=O)c3ccc(-n4cnnn4)cc3)CC2)CC1,2,0.7,-2,-2,0.0,4,-6,-8
COc1ccccc1NC(=O)N1C[C@@H]2[C@H](c3ccccc31)[C@H](CO)N2CC1CCOCC1,-6,0.3,-2,6,0.0,3,0,-2
CN(C)C1(CNC(=O)c2cccc(S(=O)(=O)NCc3ccccc3)c2)CCCCC1,-2,-0.5,9,nt,-0.1,-3,-3,nt
COc1cc(OC)c(NC(=O)CCNC(=O)Cn2cnc3ccccc3c2=O)cc1Cl,nt,nt,6,-10,nt,-9,nt,7
COCC(=O)Nc1ccc2c(c1)[C@@H]1C[C@H](CC(=O)NCc3cc(F)ccc3F)O[C@@H](CO)[C@@H]1O2,nt,-0.6,2,-7,0.0,5,nt,-1
O=S(=O)(c1ccc2c(c1)oc1ccccc12)N1CCOCC1,nt,nt,7,10,nt,-1,nt,7
CC(C)c1cccc(C(C)C)c1NC(=O)CNCC(O)c1ccccc1 (centres undefined),1,-3.4,-11,-22,0.0,-1,-3,-7
CC(Oc1ccc2ccc(=O)oc2c1)C(=O)NCCCn1ccnc1 (centres undefined),-14,0.9,10,3,0.4,-9,-7,-9
CN(C(=O)Nc1ccc(Cl)cc1)n1cnc2ccccc2c1=O,-6,0.0,-8,nt,-0.1,nt,-1,-5

Continuation.
Molecule,RAD52 anneal inh,CFTR F508del cor,GSIS activator,ARNT TACC3 PPI,Xi reactivation,esBAF inh,ERAP1 HTS inh,RAD54 inh
CCOC(=O)CSc1nc2cc3c(cc2cc1C#N)OCCO3,-39,-2.2,1,-9,0.0,nt,-5,nt
O=C(Cc1cccc2ccccc12)Nc1ccc(Br)cc1C(=O)O,3,-1.5,12,-2,0.0,-4,0,10
CCOc1cc(N2CCOCC2)c(OCC)cc1NC(=O)c1ccc2ncsc2c1,-17,-0.5,nt,-14,0.4,17,-4,5
Cc1ccc2c(c1)c1c(n2CC(O)CN2CCCCCC2)CCCC1 (centres undefined),81*,5.1,-20,11,0.2,-10,5,5
CNC[C@@H]1Oc2ccc(NS(=O)(=O)c3ccc(C)cc3)cc2C(=O)N([C@H](C)CO)C[C@@H]1C,4,-1.7,-8,-12,0.9,-1,-2,-2
CN(C)CCCNC(=O)C[C@H]1CC[C@H]2[C@@H](COc3ccc(NC(=O)NC4CCCC4)cc3C(=O)N2C)O1,1,-1.4,9,-8,0.0,-2,-1,-3
Cc1ccc(S(=O)(=O)N(C)C[C@H]2Oc3c(NC(=O)c4ccncc4)cccc3C(=O)N([C@H](C)CO)C[C@H]2C)cc1,-5,1.4,6,-6,-0.8,-4,0,5
CC(C)c1ccc(NC(=O)Nc2cc3sccc3n2C)cc1,-29,2.4,nt,-1,0.1,0,4,2
O=C(CN(C(=O)CCC(=O)Nc1nccs1)c1ccccc1F)NCCc1ccccc1,-16,-6.3,0,nt,0.2,0,-1,0
O=[N+]([O-])c1cccc(/C=N/N2CCN(Cc3ccc(Cl)cc3)CC2)c1,-5,1.8,22,6,0.0,0,3,-3
CSc1ccc(S(=O)(=O)NCC(=O)OCC(=O)N2CCCCC2C)cc1[N+](=O)[O-] (centres undefined),-9,-0.9,10,-1,-0.1,3,-2,6
Cc1cc(NC(=O)CSc2nc3[nH]c(=O)cc(O)c3s2)ccc1Br,-11,-1.2,17,3,-0.1,-14,-6,1

Looked up above:
ERAP1 HTS inh with `CC(C)c1ccc(NC(=O)Nc2cc3sccc3n2C)cc1` reads 4
ARNT TACC3 PPI with `Cc1cc(NC(=O)CSc2nc3[nH]c(=O)cc(O)c3s2)ccc1Br` reads 3
